mABHD4 FP: inhibitors of mouse ABHD4; Q8VD66; purified mABHD4, FP-Rh probe fluorescence polarization; inhibition, % at 8.92 µM; 370,000 compounds, 0.54% hits;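 active = inhibition exceeding the mean over every tested compound plus 3 SD, cut at about 30% in these data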;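 also: 0% = plate median of compound wells and 100% = S159A mutant with DMSO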
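assay system = mABHD4 protein | compound dosing = single nominal dose of 8.92 µM, 0.89% DMSO final | read-out basis = percent inhibition of probe binding, normalized to plate controls | schedule = Enzyme–compound pre-incubation 45 min, then probe 60 min, both 25 °C | detection = fluorescence polarization, excitation 525 nm, emission 598 nm, BODIPY TMR filters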
GC-B act: GC-B (human) receptor activation; HEK293-GC-B cells, CNP EC30, cGMP TR-FRET; 0% at EC30 CNP, 100% saturating CNP; activation, % at 10 µM; 370,000 compounds, 0.11% hits; AID 1920062;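 active = activation at 10 µM reaching about 35% in either raw or pattern-adjusted values, limit read from the data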
SIAE inh: blocks human sialic acid acetylesterase. Q9HAT2. SIAE FP-Rh probe binding, fluorescence polarization. inhibition, % at 9.66 µM. 370,000 compounds, 0.69% hits;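 active = inhibition above a cutoff: mean of compounds within the control limits plus 3 SD of those, cut at about 17% in these data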;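 also: 0% = plate median of compound wells and 100% = probe without SIAE protein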
UHRF1 MBD2 ctr: blocks human UHRF1 binding to methylated DNA; inhibition, % at 4.4 µM; AID 687016; UHRF1 binding to methylated oligo, TR-FRET; 370,000 compounds, 0.75% hits; in the data active = inhibition above about 21%;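 also: UHRF1 SRA domain binding a hemimethylated CpG hairpin DNA probe; 0% = median of test compound wells and 100% = reference inhibitor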
Target sequence (Q96T88 whole entry, looked up, the tested form may be a part): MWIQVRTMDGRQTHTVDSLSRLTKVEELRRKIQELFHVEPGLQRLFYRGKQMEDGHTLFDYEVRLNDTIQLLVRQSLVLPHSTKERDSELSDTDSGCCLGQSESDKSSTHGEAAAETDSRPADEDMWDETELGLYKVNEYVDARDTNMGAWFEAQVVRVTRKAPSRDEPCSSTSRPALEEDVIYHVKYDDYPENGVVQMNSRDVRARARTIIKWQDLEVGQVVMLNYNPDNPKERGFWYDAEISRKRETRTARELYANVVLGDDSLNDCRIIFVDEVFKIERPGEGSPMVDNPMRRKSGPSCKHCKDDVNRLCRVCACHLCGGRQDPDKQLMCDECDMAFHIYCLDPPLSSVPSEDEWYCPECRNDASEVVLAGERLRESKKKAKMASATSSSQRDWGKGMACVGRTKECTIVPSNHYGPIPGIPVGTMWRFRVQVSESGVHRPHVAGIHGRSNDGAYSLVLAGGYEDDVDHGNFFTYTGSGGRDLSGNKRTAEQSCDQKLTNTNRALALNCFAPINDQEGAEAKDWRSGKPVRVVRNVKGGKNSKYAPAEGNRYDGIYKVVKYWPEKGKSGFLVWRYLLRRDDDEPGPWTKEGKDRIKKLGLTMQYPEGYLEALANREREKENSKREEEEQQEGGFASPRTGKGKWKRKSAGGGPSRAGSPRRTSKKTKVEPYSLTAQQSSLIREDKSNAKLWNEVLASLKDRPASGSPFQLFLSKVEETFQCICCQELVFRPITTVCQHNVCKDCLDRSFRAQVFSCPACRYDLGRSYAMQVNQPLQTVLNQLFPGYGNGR
PRMT1 FP inh: PRMT1 (human) inhibition, primary screen | AID 652257 | inhibition, % at 2.79 µM | recombinant PRMT1, activity-based probe fluorescence polarization | 370,000 compounds, 1.3% hits;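 active = inhibition above about 21% made by adding two undisclosed values, limit read from the data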
MBD2 DNA inh: MBD2-methylated oligo binding inhibition. Q9UBB5. TR-FRET, MBD2 binding to methylated oligonucleotide. inhibition, % at 4.4 µM. 370,000 compounds, 0.31% hits; in the data active = inhibition above about 13%
rCAG RNA binder: molecules binding r(CAG) RNA repeats | r(CAG) RNA repeat, TO-PRO-1 dye displacement fluorescence | inhibition, % at 3 µM | 370,000 compounds, 1.3% hits | AID 651821;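 active = inhibition above the plate cutoff, the mean of all test compounds on that plate plus 3 SD, cut at about 35% in these data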;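 also: 0% = DMSO alone and 100% = 100 µM mitoxantrone as full dye displacement; higher means more dye released from RNA so lower well fluorescence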
HTRA1 inh: HTRA1 (human) protease inhibition | inhibition, % at 5.96 µM | 340,000 compounds, 0.5% hits | Q92743 | recombinant HTRA1, FP-rhodamine activity-based probe, fluorescence polarization; in the data active = inhibition above about 36%;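 also: 0% = enzyme with DMSO and 100% = wells lacking enzyme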
GC-A act: GC-A (human) enzyme activation; AID 1671463; HEK293 GC-A cells, cGMP TR-FRET, EC30 ANP; 0% at EC30 ANP, 100% saturating ANP; 370,000 compounds, 0.14% hits; activation, % at 10 µM; in the data active = activation above about 40%
TCR-CD3 inh: blocks the human TCR-CD3 interaction; 360,000 compounds, 0.37% hits; AID 651800; TAMRA-labeled TCR probe fluorescence, biochemical; inhibition, % at 9.4 µM; in the data active = inhibition above about 19%;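 also: recombinant mutant TCR 2C K166C tagged with TAMRA read by polarization; 0% = receptor in buffer alone and 100% = receptor with positive control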
An asterisk follows results filed as active; . = not tested or not shown.

Screens in order: mABHD4 FP	GC-B act	SIAE inh	UHRF1 MBD2 ctr	PRMT1 FP inh	MBD2 DNA inh	rCAG RNA binder	HTRA1 inh	GC-A act	TCR-CD3 inh
1	O=C(CCN1C(=O)c2ccc([N+](=O)[O-])cc2C1=O)Nc1nccs1
  4	8	0	-2	2	0	10	7	0	-6
2	O=C(CSc1nnc2ccc(-c3ccncc3)nn12)N1CCCCC1
  0	8	2	0	-2	-1	-1	0	-1	9
3	CN(C(=O)c1ccccc1Cl)c1ccccc1C(=O)NCc1ccccc1
  -1	1	-4	0	1	0	-8	0	-1	-2
4	O=C(CSc1ncn[nH]1)Nc1nsc(-c2ccccc2)n1
  -4	-6	-2	0	-5	3	-1	-1	4	-1
5	COc1ccc(/C=N/n2c(-c3cccs3)n[nH]c2=S)cc1
  3	-10	1	-4	11	-2	23	-1	-4	4
6	CC(C)C[C@@H](CN=[N+]=[N-])N1CCN(CC(C)C)CCC1=O
  -2	5	-2	-2	0	-4	-6	-8	-3	-4
7	CCN(c1ccc(OC)cc1)S(=O)(=O)c1nnc(NC(=O)COc2ccccc2)s1
  -4	2	-11	-1	-5	0	66*	0	-3	5
8	CC(C)Nc1nc(Oc2ccc(Cl)cc2)cc(C(F)(F)F)n1
  3	9	0	-1	3	4	0	-8	3	2
9	Cc1ccccc1OCC(=O)NC(=S)Nc1ccc(Br)c(C)n1
  -11	4	0	-2	-5	4	2	7	1	5
10	COCCN(C(=S)Nc1cccc(OC)c1)C1CCN(C(C)=O)CC1
  -1	4	4	3	-2	-1	2	5	0	-4

The last three records of the section before lead into the next:
Screens in order: mABHD4 FP	GC-B act	SIAE inh	UHRF1 MBD2 ctr	PRMT1 FP inh	MBD2 DNA inh	rCAG RNA binder	HTRA1 inh	GC-A act	TCR-CD3 inh
8	CC(C)Nc1nc(Oc2ccc(Cl)cc2)cc(C(F)(F)F)n1
  3	9	0	-1	3	4	0	-8	3	2
9	Cc1ccccc1OCC(=O)NC(=S)Nc1ccc(Br)c(C)n1
  -11	4	0	-2	-5	4	2	7	1	5
10	COCCN(C(=S)Nc1cccc(OC)c1)C1CCN(C(C)=O)CC1
  -1	4	4	3	-2	-1	2	5	0	-4
11	CCc1nnc(NC(=O)CSc2nnc(Cc3cccn3C)n2C)s1
  5	-2	-5	0	1	2	3	-5	-2	2
12	O=C(CSc1nc(-c2ccc(F)cc2)cs1)Nc1ccccn1
  -1	-2	-52	3	2	3	-2	1	-3	2
13	Cn1nccc1C(=O)OCC(=O)Nc1ccc(S(N)(=O)=O)cc1
  4	2	-4	1	-1	-1	1	5	0	12
14	COc1cc(NC(=O)c2cc3ccccc3cc2O)c(OC)cc1Cl
  7	-3	18*	0	2	3	47*	-8	11	-5
15	Cn1nc(C(F)(F)F)c2cc(NC(=O)OCC(C)(C)C)sc21
  2	0	-6	0	2	1	9	-10	-2	3
16	CC(C)Cc1ccc(-c2cc(=O)[nH][nH]2)cc1
  7	0	4	-6	1	-3	3	.	-2	8
17	COCCOC(=O)C1=C(C)N=c2s/c(=C\c3cccs3)c(=O)n2C1c1cccs1 (stereo not given)
  -3	0	-2	-1	2	-2	10	-4	-2	8
18	O=C(COC(=O)c1ccco1)Nc1cc(S(=O)(=O)N2CCOCC2)ccc1Cl
  -1	2	-1	0	2	-4	1	-5	1	5
19	CC(=NNC(=O)CSc1nnc(-c2ccccc2)n1-c1ccccc1)c1ccc2ccccc2c1
  -5	-15	2	-2	-3	-1	12	.	-15	.
20	Cc1cccc(NS(=O)(=O)c2cccc(C(=O)NCCCN3CCCC3=O)c2)c1
  3	3	-5	-8	-2	-2	-1	-1	1	-6
21	CC(C)C1C(=O)N(Cc2cn(CCC3OCCO3)nn2)CCS(=O)(=O)N1Cc1ccc(-c2ccccc2Cl)cc1 (stereo not given)
  -19	-7	-4	-2	0	4	6	.	11	-1
22	O=C/C=C/c1coc2ccc3ccccc3c2c1=O
  0	-8	0	-8	4	-1	9	.	1	4
23	N#CCC(=O)Nc1ccc(C(=O)OCC(=O)c2ccc3c(c2)OCCO3)cc1
  -25	2	-7	-2	-4	-4	25	-20	2	17
24	O=S(=O)(Cc1ccccc1)NCCc1cccc(Cl)c1
  -7	-5	-2	4	0	-1	-1	-9	1	1
25	COc1ccccc1-c1coc2c(CN(C)C)c(O)ccc2c1=O
  -2	-3	16	-2	-4	-7	10	9	7	-4
26	Cc1c(Cl)cccc1NC(=S)N(CCN(C)C)C(C)c1ccco1 (stereo not given)
  -6	6	1	-1	1	-3	-4	-2	-4	0
27	N#Cc1ccsc1NC(=O)C1CCN(S(=O)(=O)c2cccs2)CC1
  1	-3	-4	0	-3	-4	2	-7	-8	0
28	COc1ccc(C)cc1S(=O)(=O)N1CCN(C(=O)c2ncoc2-c2cccc(C)c2)CC1
  7	3	4	0	-2	-1	4	-6	-6	6
29	COc1ccc(C(=O)Nc2ccncc2)cc1OC
  4	-4	3	2	-2	-1	-3	0	1	12
30	Cc1ccc(C(=O)N2CC3(C(C)C)CN(C(=O)c4ccc(C)cc4)CC(C(C)C)(C2)C3=O)cc1
  -3	-1	-2	4	0	2	-7	3	-7	-4
31	CCOc1ccc(C(=O)OC2CCN(C)CC2)cc1
  3	4	2	-2	0	0	-4	-2	2	0
32	CC12CCC(=O)N1C(C(=O)Nc1nc3c(F)cc(F)cc3s1)CS2 (stereo not given)
  -9	-6	0	0	10	6	9	-12	35	-1
33	CCOC(=O)C1(CCOC)CCN(Cc2nc(-c3cccs3)oc2C)CC1
  -4	0	-6	4	7	0	-3	0	0	-1
34	c1coc(CNc2nc(-c3cccs3)cs2)c1
  10	0	10	-1	13	2	10	6	1	-2
35	N/C(Cn1cncn1)=N\NC(=O)C(=O)Nc1ccccc1
  4	3	6	-2	0	1	2	7	1	-2
36	COc1cccc(C(C)NC(=S)NCc2ccc(F)cc2)c1 (stereo not given)
  2	2	-3	-1	-3	3	-4	-4	-3	3
37	CC1CCCC(NC(=O)Nc2cccs2)C1C (stereo not given)
  0	6	-2	4	14	2	5	-1	2	0
38	COc1cc2c(cc1OC)C(C)N(C(=O)Nc1cc(C)cc(C)c1)CC2 (stereo not given)
  2	-5	-1	3	-4	-4	-7	-7	-6	-3
39	O=S(=O)(NC1CCc2ccccc21)c1ccccc1 (stereo not given)
  1	3	2	-3	-2	-1	-1	-2	2	-2
40	COC(=O)c1cc(O)c(O)c(O)c1
  12	3	8	5	4	5	2	13	0	22*
41	Cc1ccccc1OCC(=O)N/N=C/c1ccc(N(C)C)cc1
  3	1	14	3	-1	-4	-2	-9	1	1
42	C/C=C(\C)C(=O)OC1CC(C)(C)C[C@H]2C3=CC[C@@H]4[C@@]5(C)CCC(O[C@@H]6O[C@@H](C(=O)O)[C@@H](O)C(O[C@@H]7OC[C@H](O)[C@@H](O)[C@@H]7O[C@@H]7OC(CO)C(O)[C@@H](O)[C@@H]7O)C6O[C@@H]6OC(CO)C(O)C(O)C6O)[C@@](C)(CO)[C@@H]5CC[C@]4(C)[C@]3(C)CC(O)[C@@]12CO (stereo not given in full)
  -9	-3	-12	5	2	-1	45*	-30	1	9
43	CCC(=O)Nc1cccc(NC(=O)c2ccccc2Cl)c1
  -3	0	-3	1	-3	-1	-2	1	4	10
44	Cc1ccc(-c2cc(=O)c3ccc(Cl)cc3[nH]2)cc1
  0	-4	-5	4	0	-3	1	4	2	3
45	Cc1nn(C(C)(C)C)c(NC(=O)c2ccc(Cl)cc2Cl)c1Br
  4	6	6	0	-3	3	-2	.	2	2
46	Cn1c(SCC(=O)Nc2ccc3c(c2)OCCO3)nnc1-c1ccco1
  -7	-12	-1	5	1	0	4	2	-3	0
47	CN(C)c1ccc(CNC(=O)CN(C)S(=O)(=O)c2ccc3c(c2)c(=O)n(C)c(=O)n3C)cc1
  1	2	2	0	3	2	-1	-3	1	5
48	O=C(COc1ccc(Cl)cc1)Nc1ccccc1C(=O)NCc1cccnc1
  4	5	-5	2	-4	1	-5	-9	5	-4
49	CCc1ccc(C(=O)COc2ccc(NC(C)=O)cc2)cc1
  3	2	11	1	4	6	-5	1	0	1
50	CNc1ncnc2c1ncn2-c1ccccc1
  1	0	-5	-1	1	0	1	-3	4	2
51	CC(=O)N1CC2(c3ccccc3)CN(C(C)=O)CC(c3ccccc3)(C1)C2=O
  3	5	0	-1	-5	2	-1	2	-2	10
52	Cc1ccnc(NC(=O)c2cc3c(=O)oc4ccc(C)cc4c3s2)c1
  8	-8	-4	1	0	1	1	-1	-9	3
53	CCn1c(CNc2ccc(Cl)cc2)nnc1SCC(=O)NCc1ccccc1
  1	-1	-1	2	0	2	-2	-2	-6	-2
54	Cc1nc2ncnn2c(C)c1CCC(=O)NCc1ccco1
  3	4	-2	1	0	8	-1	0	-1	-7
55	CCn1nc(C)c(CNC(=O)C2CCC(=O)N(Cc3ccc(Cl)cc3)C2)c1C (stereo not given)
  3	-1	-1	-1	-1	-3	-4	4	0	2
56	CCc1sc(C(=O)Nc2ccc(NC(C)=O)cc2)cc1C
  11	-1	3	3	1	4	2	-5	1	-6
57	CCc1nc2ccc(C(=O)Nc3cc(-c4ccccc4)ccc3OC)cn2c1N(C)Cc1nccs1
  12	1	4	-1	-7	-3	11	.	-2	-3
58	Cc1ccc(C2=NS(=O)(=O)N(C)C(C(=O)NC(C)c3ccccc3)=C2)cc1 (stereo not given)
  -5	-5	-7	-1	-1	0	2	-14	1	6
59	O=C1[C@H]2[C@@H](c3ccc(C(F)(F)F)cc3)N[C@]3(CCCN(Cc4ccco4)C3=O)[C@H]2C(=O)N1Cc1ccccc1
  2	0	-1	-1	3	-6	3	-4	1	2
60	CC(=O)Nc1cccc(C(=O)N/N=C/c2ccc(F)cc2)c1
  -1	2	-11	1	1	2	3	2	2	-2

Further compounds follow:
Screens in order: mABHD4 FP	GC-B act	SIAE inh	UHRF1 MBD2 ctr	PRMT1 FP inh	MBD2 DNA inh	rCAG RNA binder	HTRA1 inh	GC-A act	TCR-CD3 inh
61	C=CCn1c(SCC(N)=O)nc2scc(-c3ccc(C)o3)c2c1=O
  -4	-1	5	10	17	14*	6	-2	4	7
62	NC(=O)c1cccn1Cc1cccc(Cl)c1
  5	-14	0	-8	0	-8	1	-4	-1	6
63	Cc1ccc2nc(NC(=O)C(NS(=O)(=O)c3cccc4nsnc34)C(C)C)sc2c1 (stereo not given)
  0	-2	-5	-1	2	2	6	-11	3	2
64	COc1cc(CNCc2ccccn2)ccc1OCC(=O)NC(C)(C)C
  0	4	2	5	0	-3	-1	5	-1	-14
65	CC(C)(C)NC(=O)c1ccc(COc2ccc(Cl)cc2Cl)o1
  -14	-2	3	3	7	5	-3	-14	18	0
66	Cc1cccc(N(CC(=O)Nc2c(C)n(C)n(-c3ccccc3)c2=O)S(C)(=O)=O)c1
  -5	-2	-2	1	-3	-7	1	-4	-3	6
67	CCN(CCO)c1nc(N2CCCCC2)c2cnn(C)c2n1
  2	2	-1	2	0	2	-6	4	1	-5
68	COC(=O)Cc1csc(NC(=O)CSc2nncn2C)n1
  3	7	3	4	-2	1	1	.	1	2
69	CNc1nc(NCc2ccccc2)nc(N)c1[N+](=O)[O-]
  4	-2	-7	0	-1	1	2	-2	7	3
70	Cc1cccc(NS(=O)(=O)Cc2ccccc2)c1C
  -1	6	-3	-1	-4	1	-1	0	-4	9
71	N#CCCN(C(=O)COC(=O)CCc1nc2ccccc2c(=O)[nH]1)c1ccc(F)cc1
  3	7	-6	-2	1	-5	4	6	2	10
72	O=C(Cn1cnc2ccccc21)N/N=C/c1cccs1
  9	3	4	-3	-3	-2	0	9	2	-3

The list is partial; rates above refer to the full screens.
